TAG inh: reduces triacylglycerol accumulation in H9c2 cells. Nile Red lipid (TAG) fluorescence; cells loaded with 200 µM oleic acid. inhibition, % at 12.5 µM. 230,000 compounds, 0.66% hits. AID 651582;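 active = pattern-corrected inhibition of lipid staining of at least 50% with the nuclear-stain viability signal not falling by more than 50%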;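 also: 0% = DMSO wells and 100% = triacsin C control wells; some results filed as inactive read as strong as hits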
TAG inh DAPI viability: recorded beside TAG inh, whose call it bears; DAPI nuclei signal change (viability), lower = more cytotoxic, %;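 whole-well DAPI fluorescence read on a plate reader as a viability signal; minus 50 percent equals half of cells still viable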
Starred values were filed as active, the others as inactive; & = joins results of further samples; ! = not confirmed by another sample.

SMILES | TAG inh | TAG inh DAPI viability
CCNc1nc(SC(C)C(=O)OC)nc(N(C)C)n1 (configuration not stated) | -11 | -3
Oc1c(Cl)cc(Cl)cc1CNc1ccccn1 | 3 | 2
COc1cc(CCC(=O)OCn2nnc3ccccc3c2=O)cc(OC)c1OC | -19 | -9
NC(=O)COC(=O)c1ccc(NS(=O)(=O)c2ccc3c(c2)OCCO3)cc1 | -4 | 39
O=C(c1ccccc1)N1CCN(C(=O)N2CCOCC2)CC1 | -19 | 11
CCOc1ncccc1C(=O)Nc1ccc(-c2cn3ccsc3n2)cc1 | -2 | 28
COC(=O)c1sc(NC(=O)COC(=O)C2CCC2)c(C(=O)OC)c1C | 6 | -2
CCN1CCN(C(=O)CS(=O)(=O)Cc2nc(-c3ccc(C)cc3)oc2C)CC1 | -8 | 5
CCOC(=O)CN1C(=O)Nc2ccc(Br)cc2C1c1ccccc1 (configuration not stated) | -21 | 5
CCOc1ccc(C(=O)NNC(=O)CCNC(=O)c2ccc(Br)cc2)cc1OC | 0 | -4
CCOC(=O)/C(C#N)=C\c1ccc(CC)s1 | -9 | 14
Cc1ccc(S(=O)(=O)N2CCc3ccccc3C2CN2C(=O)c3ccccc3C2=O)cc1 (configuration not stated) | -11 | -14
CC(OC(=O)C1CC(=O)N(Cc2ccco2)C1)C(=O)Nc1ccccc1[N+](=O)[O-] (configuration not stated) | 1 | -1
Cc1nc(N=C(N)N)nc2c(C)cccc12 | 18 | -17
CCOC(=O)C(C)(C)n1nnc(-c2ccc([N+](=O)[O-])cc2)n1 | -16 | 9
CC1(C2CC2)NC(=O)N(CC(=O)NCc2ccc(Cl)cc2Cl)C1=O (configuration not stated) | 7 | -3
COc1ccc(CN2CCN(c3ncccn3)CC2)c(C)c1C | 4 | 7
Cc1ccc(-c2nnc(SCC(=O)N/N=C/c3ccccc3C(=O)O)n2-c2ccc(C)cc2)cc1 | 0 | -6
CCCc1nnc(SCC(=O)N2CCOCC2)n1CC1CCCO1 (configuration not stated) | 1 | -3
CCOC(=O)C1CCN(C(=O)COC(=O)c2nc3nc(C)cc(C)n3n2)CC1 | -7 | 3

Looked up by compound from the entries so far (2):
SMILES | TAG inh | TAG inh DAPI viability
CCCc1nnc(SCC(=O)N2CCOCC2)n1CC1CCCO1 (configuration not stated) | 1 | -3
Oc1c(Cl)cc(Cl)cc1CNc1ccccn1 | 3 | 2

The listing continues:
SMILES | TAG inh | TAG inh DAPI viability
COCCNC(=O)CN(C(=O)Cn1nnc2ccccc21)c1ccc(C)cc1 | -9 | 1
C[C@@H]1CN([C@@H](C)CO)C(=O)CCCn2cc(nn2)CO[C@H]1CN(C)C(=O)CCCN(C)C | 2 | -8
O=C(c1ccccc1)c1c[nH]c(C(=O)NNc2cccc(Cl)n2)c1 | 5 | 0
Cn1c(=O)c2c(-c3ccccc3)n(Cc3ccccn3)cc2n(C)c1=O | 4 | 5
N=C1SCC(=O)N1/N=C/c1ccccc1 | -4 | -14
O=C(NCc1ccc(Cl)cc1)C1CCN(S(=O)(=O)c2ccccc2)CC1 | -2 | -3
Cc1c(C(=O)Nc2cccc(S(=O)(=O)N3CCOCC3)c2)oc2ccccc12 | 27 | -5
O=C(CSc1nc(O)cc(=O)[nH]1)N1CCCc2ccccc21 | -26 | 10
CCc1nc2ccc(C(=O)Nc3ccc(NC(C)=O)cc3)cn2c1N(CCC(C)C)CCN(C)C | 25 | 1
Cn1ccnc1C(=O)C1CCCN(Cc2cn[nH]c2-c2ccc(-c3ccccc3)cc2)C1 (configuration not stated) | -5 | 18
O=C(O)C(Cc1c[nH]c2ccccc12)N1C(=O)C2C3c4ccccc4C(c4ccccc43)C2C1=O (configuration not stated) | 11 | 3
CC1=C(C(=O)O)CC(S(=O)(=O)O)C1(C)C (configuration not stated) | 7 | 5
CC(C)(C(=O)O)n1cncn1 | 0 | -6
Cn1ccnc1Sc1ccc(/C=N/NC(=O)c2ccccc2[N+](=O)[O-])cc1[N+](=O)[O-] | 3 | 2
O=C(O)C[C@H]1c2ccc(C(F)(F)F)cc2S(=O)(=O)N1Cc1ccccc1 | -16 | 7
Cc1nn(Cc2ccccc2Cl)c(C)c1C(=O)NC1=NCCS1 | -9 | 3
CCOP(=O)(c1ccccc1)c1nc(-c2ccccc2Cl)oc1N1CCCCC1 (configuration not stated) | 0 | 19
CCn1c(SCc2ccc(Cl)cc2)nnc1-c1ccccc1 | -26 | -5
CN(Cc1cccs1)C(=O)/C=C/c1ccccc1[N+](=O)[O-] | 0 | 4
Cc1cnc(C(=O)N2CCCC(N3CCN(c4cccc(C(F)(F)F)c4)CC3)C2)cn1 (configuration not stated) | 33 | -4
Cc1nc(=O)c(-c2ccccc2)c(C)n1CCCCCC(=O)O | 12 | 2
O=CNc1ccc2c(c1)Cc1cccc(NC=O)c1-2 | 14 | 4
COc1ccc(NC(=O)c2cc(C3CCCCN3C(=O)c3cccs3)on2)c(C)c1 (configuration not stated) | 2 | -5
Cc1ccc(S(=O)(=O)CC(=O)N2CCN(c3ccc(F)cc3)CC2)cc1 | -13 | 7
CCOC(=O)C1=C(C)NC(C)=C(C(=O)OCC)C1C(=O)OCC(=O)NC(C)C | 9&-7 | 0&-1
Cc1cccc(Nc2nc(NCc3ccco3)nc(N3CCOCC3)n2)c1 | 86* | -20*
COc1ccc(Oc2coc3c(CN4CCOCC4)c(O)ccc3c2=O)cc1 | -9 | -6
Cc1ccccc1C(C(=O)NCc1ccco1)N(CC1CCCO1)C(=O)Cn1nnc2ccccc21 (configuration not stated) | 35 | -5
O=C(O)c1ccc(-c2ncc[nH]2)cc1 | -6 | 9
CCc1ccc(C(=O)COC(=O)CNC(=O)Cc2ccccc2)cc1 | 2 | 3
COc1cc2c(cc1C1NC(=S)NC(C)=C1C(N)=O)CCCC2 (configuration not stated) | 33 | -4
C=CCN1c2ccccc2[C@]23C[C@@H](C(=O)OC)N(C(=O)c4ccc(Br)cc4)C2=NC(C(=O)OC)=C(C(=O)OC)[C@H]13 | -7 | 13
Cc1cc(NC(=O)COc2nnc(-c3ccccc3)c3ccccc23)no1 | 7 | -13
Cc1cc(Cl)c(S(=O)(=O)N2CCCC2)cc1OCC(N)=O | -9 | 4
O=C(O)c1ccc(N(c2ccccc2)c2ccccc2)cc1 | -11 | -8
CC1Cc2cccc3ccc(=O)n(c23)C1 (configuration not stated) | 3 | 0
Cc1nn(-c2ccccc2)c(Cl)c1/C=N/NC(=O)c1cccnc1 | 11 | 3
O=S(=O)(Nc1ncccn1)c1ccc(-n2cnnn2)cc1 | 1 | 8
N#Cc1c(N)nc2c(c1-c1ccc(F)cc1)CCC2 | 4 | 6
CCOC(=O)[C@H]1[C@H]2COc3ccc(Cl)cc3[C@@H]2N2C(=O)c3ccc(C)cc3NC(=O)[C@@]12C | -3 | -5
CCC[C@H]1CN(Cc2ccccc2)C(=O)[C@@H]1CC(=O)NC | 17 | -6
CNC[C@H]1Oc2cc(Br)ccc2S(=O)(=O)N([C@@H](C)CO)C[C@@H]1C | -10 | 20
Cc1c(CN2CCN(c3cccc(C(F)(F)F)c3)CC2)c(=O)n(-c2ccccc2)n1C | -1 | 6
Cc1ccc(Cl)c2c1NC(=O)C2=O | -26 | -5
COc1cc(Br)c(-c2sc(Nc3ccccc3)n[n+]2-c2ccccc2)cc1OC | 4 | 4
CCCCCCCCCCCCCCCC[n+]1cccc(C(=O)N(CC)CC)c1 | 59*! | 2.5*!
Cc1cccn2cc(-c3ccccc3)nc12 | 5 | 4
C=CCOc1ccc(C(=O)Nc2ncn[nH]2)cc1 | -2 | -9
Cc1cc2c(c(=O)o1)C(C1C=CCCC1)C(C#N)=C(N)O2 (configuration not stated) | -1 | -3
COC(=O)CNS(=O)(=O)c1ccc(C)cc1 | -4 | 2

A run of entries from further up, for reference:
SMILES | TAG inh | TAG inh DAPI viability
CCOC(=O)C1=C(C)NC(C)=C(C(=O)OCC)C1C(=O)OCC(=O)NC(C)C | 9&-7 | 0&-1
Cc1cccc(Nc2nc(NCc3ccco3)nc(N3CCOCC3)n2)c1 | 86* | -20*
COc1ccc(Oc2coc3c(CN4CCOCC4)c(O)ccc3c2=O)cc1 | -9 | -6
Cc1ccccc1C(C(=O)NCc1ccco1)N(CC1CCCO1)C(=O)Cn1nnc2ccccc21 (configuration not stated) | 35 | -5
O=C(O)c1ccc(-c2ncc[nH]2)cc1 | -6 | 9
CCc1ccc(C(=O)COC(=O)CNC(=O)Cc2ccccc2)cc1 | 2 | 3
COc1cc2c(cc1C1NC(=S)NC(C)=C1C(N)=O)CCCC2 (configuration not stated) | 33 | -4
C=CCN1c2ccccc2[C@]23C[C@@H](C(=O)OC)N(C(=O)c4ccc(Br)cc4)C2=NC(C(=O)OC)=C(C(=O)OC)[C@H]13 | -7 | 13
Cc1cc(NC(=O)COc2nnc(-c3ccccc3)c3ccccc23)no1 | 7 | -13
Cc1cc(Cl)c(S(=O)(=O)N2CCCC2)cc1OCC(N)=O | -9 | 4
O=C(O)c1ccc(N(c2ccccc2)c2ccccc2)cc1 | -11 | -8
CC1Cc2cccc3ccc(=O)n(c23)C1 (configuration not stated) | 3 | 0
Cc1nn(-c2ccccc2)c(Cl)c1/C=N/NC(=O)c1cccnc1 | 11 | 3
O=S(=O)(Nc1ncccn1)c1ccc(-n2cnnn2)cc1 | 1 | 8
N#Cc1c(N)nc2c(c1-c1ccc(F)cc1)CCC2 | 4 | 6
CCOC(=O)[C@H]1[C@H]2COc3ccc(Cl)cc3[C@@H]2N2C(=O)c3ccc(C)cc3NC(=O)[C@@]12C | -3 | -5
CCC[C@H]1CN(Cc2ccccc2)C(=O)[C@@H]1CC(=O)NC | 17 | -6
CNC[C@H]1Oc2cc(Br)ccc2S(=O)(=O)N([C@@H](C)CO)C[C@@H]1C | -10 | 20
Cc1c(CN2CCN(c3cccc(C(F)(F)F)c3)CC2)c(=O)n(-c2ccccc2)n1C | -1 | 6
Cc1ccc(Cl)c2c1NC(=O)C2=O | -26 | -5
COc1cc(Br)c(-c2sc(Nc3ccccc3)n[n+]2-c2ccccc2)cc1OC | 4 | 4
CCCCCCCCCCCCCCCC[n+]1cccc(C(=O)N(CC)CC)c1 | 59*! | 2.5*!
Cc1cccn2cc(-c3ccccc3)nc12 | 5 | 4

The results go on.
SMILES | TAG inh | TAG inh DAPI viability
Cc1cccc(C(C)C)c1NC(=O)CN1C(=O)NC(Cc2ccccc2)C1=O (configuration not stated) | -23 | 9
CC(=O)C1C(c2ccc(F)cc2)C2C(C)=NN=C2CC1(C)O (configuration not stated) | -6 | -2
C=CCC(C#N)(c1ccc(OC)c(OC)c1)c1cnccn1 (configuration not stated) | 0 | -7
COc1cnc(N(C)C)nc1Sc1cccc(Cl)c1 | 0 | -11
CCCCNC(=O)C1CC(c2ccccc2[N+](=O)[O-])=NO1 (configuration not stated) | 2 | 1
O=C(CN1C(=O)NC2(CCCCC2)C1=O)Nc1ccc(S(=O)(=O)N2CCOCC2)cc1 | -11 | 17
Cc1ccccc1NC(=O)c1cc2ccccn2n1 | 8 | -4
CC(=O)[C@H]1CC[C@H]2[C@@H]3C=CC4=CC(=O)CC[C@@]4(C)[C@@H]3CC[C@]12C | -7 | 3
COc1cc2c(cc1N/C=C(\C#N)c1nc(-c3ccccc3)cs1)oc1ccccc12 | -7 | 5
Nc1c(C(=O)NC2CCCC2)sc2nc(-c3cccs3)ccc12 | 31 | 12
Nc1c(C(=O)O)sc2nc3c(cc12)CCCC3 | 2 | -5
Cc1ccc(C(C)C)c(OCC(=O)OCc2c(C)noc2C)c1 | 8 | -4
CN(C)/C=C(\C(=O)c1cccc(Cl)c1)c1nnnn1-c1ccccc1 | -1 | 4
CCN(CC(=O)Nc1c(F)cccc1F)C(=O)c1ccc2c(c1)C(=O)N(c1ccccc1C)C2=O | -18 | 11
COc1ccc(NS(=O)(=O)c2cccc(NC(=O)COc3ccccc3[N+](=O)[O-])c2)cc1 | -9 | -5
COc1ccc(C=C2CCC3C(=O)CCCC3(C)C2=O)cc1 (configuration not stated) | -10 | -4
O=S(=O)(Cc1ccccc1Cl)NCCc1ccccc1 | -21 | 2
COCCCN(Cc1ccccn1)S(=O)(=O)Cc1ccccc1 | -7 | -5
O=C(NCCc1ccccc1)C(=O)c1c(-c2ccccc2)[nH]c2ccccc12 | -42 | -5
N#Cc1cccnc1N1CCN(C(=O)c2ccco2)CC1 | -13 | 8
CN(CC1CCOCC1)C(=O)CC1C(=O)NCCN1Cc1ccc(Cl)c(F)c1 (configuration not stated) | -9 | 0
COc1ccc(NC(=O)CN2C(=O)COc3ccccc32)cc1OC | -8 | -5
CCN(CC)S(=O)(=O)c1ccc(C(=O)Nc2nnc(COC)o2)cc1 | -10 | 5
CC(=O)NS(=O)(=O)c1ccc2c(c1)C(=O)c1cc(S(=O)(=O)NC(C)=O)ccc1-2 | -1 | -3
CCn1c(SCC(=O)N2CCCC2)nc2c(c1=O)SCC2 | -14 | 2
COc1ccc(OC)c(S(=O)(=O)N2CCN(C)CC2c2ccccc2)c1 (configuration not stated) | 7 | 12

From PubChem BioAssay

An excerpt (hit frequency here may not be typical).
